GRP78 ERSR act – inducers of ER stress response in human glioma cells; U87-MG GRP78 promoter luciferase reporter, 16 h; Potency, µM, for the others: at the top dose activation, hits mostly activators; actives 0.02% (n = 420,000); note: potency is the fitted concentration of half-maximal effect; series mostly up to about 76 µM; % of control where 0% means no effect; nearly all actives have a fitted effect of over 35% in size
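Stably transfected U87-MG human glioma cells carrying a GRP78-based luminescent sensor were seeded at 1000 cells/well, pin-dosed with compounds and incubated 16 h. Luciferase reagent was then added, and end-point luminescence was read after 10 min at room temperature.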
RXFP1 agonist – RXFP1 (human) receptor agonism; actives 0.3% (n = 370,000); AID 2676; HEK293T-RXFP1 cAMP TR-FRET, 30 min; response scale: percent of porcine relaxin response, buffer zero; Q9HBX9; Potency, µM (top dose mostly 57.5 µM), for the others: top-dose activation, most hits filed as activators; note: potency is the fitted concentration of half-maximal effect; % is set by controls: 0 for no effect and ±100 for the full control effect; nearly all actives have a fitted effect of over 60% in size; many of its hits are not listed in these tables
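HEK293T cells stably expressing RXFP1 were pretreated with the PDE4 inhibitor Ro 20174, exposed to compounds for 30 min at 37C, lysed, and cAMP was read by TR-FRET. Data normalized to buffer (basal) and 29 nM porcine relaxin (100%).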
TrxR1 substrate – rat thioredoxin reductase 1 substrate activity. AID 588456. Potency, µM (highest dose often 114 µM), inactives show at the top dose activity change, negative = substrate turnover. purified TrxR1 substrate turnover, NADPH consumption readout. actives 0.01% (n = 390,000); note: potency is the fitted concentration of half-maximal effect; % is set by controls: 0 for no effect and ±100 for the full control effect; nearly all actives have a fitted effect of over 50% in size
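Rat TrxR1, dispensed at 90 nM, was prereduced with 400 uM NADPH (final) for 5 min at ~22 deg C, then incubated with compound 15 min before 400 uM selenite. A first-read NADPH fluorescence drop versus no-compound background flagged substrates.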
PI4K2A block – inhibitors of human PI4K2A; Q9BTU6; AID 1346378; actives 0.13% (n = 420,000); purified PI4K2A, ADP-Glo luminescence, 1 h; hits give low values; activity change, negative = inhibition, % at 76.9 µM; in the data active = activity change below about -50%; inconclusive = mostly about -30% to -49%;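 note: -100% = wells without enzyme as full effect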
Target sequence (Q9BTU6 whole entry, looked up): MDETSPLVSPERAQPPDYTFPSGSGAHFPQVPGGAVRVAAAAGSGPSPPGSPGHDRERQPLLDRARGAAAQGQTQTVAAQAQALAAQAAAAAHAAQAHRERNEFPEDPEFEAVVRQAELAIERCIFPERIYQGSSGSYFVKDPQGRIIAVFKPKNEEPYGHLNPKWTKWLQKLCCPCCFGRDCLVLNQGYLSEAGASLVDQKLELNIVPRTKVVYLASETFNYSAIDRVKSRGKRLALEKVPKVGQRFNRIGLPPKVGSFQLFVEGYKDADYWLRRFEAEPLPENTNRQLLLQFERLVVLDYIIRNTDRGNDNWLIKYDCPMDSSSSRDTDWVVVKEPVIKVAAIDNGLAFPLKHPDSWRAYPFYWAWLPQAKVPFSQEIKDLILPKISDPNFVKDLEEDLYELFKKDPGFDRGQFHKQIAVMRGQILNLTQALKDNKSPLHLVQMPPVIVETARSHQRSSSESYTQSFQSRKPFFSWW
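ADP-Glo luminescence measured ADP generated by PI4K2A enzyme (4 ug/mL before mixing) with 1.2 mM PI substrate (pre-mix) and 300 microM ATP (pre-mix). Tris pH7.5 buffer with MgCl2, Triton X-100; 1 h reaction at ambient temperature.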
mIDH1 inhibitor – blocks human mutant IDH1 R132H enzyme. O75874. IDH1-R132H enzyme, NADPH consumption, diaphorase/resazurin fluorescence. Potency, µM (highest dose often 76.6 µM), for inactives: at the highest dose activity change, negative = inhibition, most hits filed as inhibitors. actives 0.093% (n = 390,000); note: potency is the fitted concentration of half-maximal effect; % is set by controls: 0 for no effect and ±100 for the full control effect; nearly all actives have a fitted effect of over 65% in size
Target sequence (O75874 whole entry R132H, stated change not applied): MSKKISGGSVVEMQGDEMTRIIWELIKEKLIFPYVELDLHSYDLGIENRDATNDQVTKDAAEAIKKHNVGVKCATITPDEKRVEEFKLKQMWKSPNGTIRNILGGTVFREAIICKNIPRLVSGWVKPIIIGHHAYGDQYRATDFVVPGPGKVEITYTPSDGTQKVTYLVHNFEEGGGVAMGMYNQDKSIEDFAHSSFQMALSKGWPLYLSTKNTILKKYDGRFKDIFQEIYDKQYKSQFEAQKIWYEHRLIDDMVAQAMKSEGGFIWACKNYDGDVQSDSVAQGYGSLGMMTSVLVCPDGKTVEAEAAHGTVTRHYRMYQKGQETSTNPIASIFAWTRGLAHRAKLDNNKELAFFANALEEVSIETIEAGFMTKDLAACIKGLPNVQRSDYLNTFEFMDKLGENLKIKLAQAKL
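IDH1-R132H (0.5 ug/mL dispensed) in pH 7.5 Tris buffer was preincubated 30 min with compound, then given a substrate mix of 0.016 mM NADPH and 2 mM alpha-KG for 80 min at room temperature; remaining NADPH was read by diaphorase/resazurin fluorescence.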
USP1-UAF1 inh – USP1/UAF1 (human) deubiquitinase inhibition; recombinant USP1/UAF1, Ub-Rhodamine cleavage fluorescence; AID 743255; Potency, µM (top dose mostly 57.1 µM), without a hit: top-dose activity change, negative = inhibition, hits mostly inhibitors; actives 0.23% (n = 390,000); note: potency is the fitted concentration of half-maximal effect; % is set by controls: 0 for no effect and ±100 for the full control effect; nearly all actives have a fitted effect of over 60% in size; inactives centre near -12
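High-throughput fluorogenic screen: 1nM USP1/UAF1 complex, Ub-Rho substrate 150nM final, 50mM HEPES pH 7.8 with 0.5mM EDTA, 0.1 mg/ml BSA, 1mM TCEP and 0.01% Tween-20.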
Vif-APOBEC3G blk – Vif-A3G binding inhibition; Q9HC16; HeLa A3G-eYFP + Vif (tagged APOBEC3G with the HIV-1 protein that degrades it), YFP fluorescence, overnight; Potency, µM (titrated, usually from 46.1 µM), for inactives: top-dose activity, negative = active, actives largely listed as inhibitors; actives 0.076% (n = 410,000);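 note: potency is the fitted concentration of half-maximal effect; % is set by controls: 0 for no effect and ±100 for the full control effect; nearly all actives have a fitted effect of over 60% in size; hits raise eYFP signal because A3G escapes Vif-driven loss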
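HeLa cells stably expressing Vif and C-terminally eYFP-tagged A3G, seeded overnight at 37 deg C, then exposed to compound by pintool overnight at 37 deg C. Rise in yellow fluorescence (Ex 488/Em 500-530, Acumen) marks blocked Vif-driven A3G degradation.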
LDHA inh – inhibitors of human lactate dehydrogenase A | purified LDHA, NADH/diaphorase-resazurin fluorescence; hits give low values | actives 0.15% (n = 480,000) | AID 1347041 | activity change, % (values are at about 110 or 230 µM); in the data active = activity change below about -30%; inconclusive = mostly about -25% to -30%;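 note: plate controls were DMSO wells for no effect and wells without enzyme for full effect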
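LDH5 2 nM; NADH 0.06 mM, pyruvate 0.2 mM; 200 mM Tris pH 7.4, EDTA, Tween-20; 5 min RT. Detection: diaphorase 0.133 mg/mL + resazurin 37 µM, fluorescence ex540/em590 at 0 and 20 min; normalized to enzyme-free and DMSO wells.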
Vif-A3F inh – Vif-A3F binding inhibition; HeLa A3F-eYFP + Vif (tagged APOBEC3F with the HIV-1 protein that degrades it), YFP fluorescence increase; Potency, µM (titrated, usually from 46.1 µM), for the others: at the highest dose activity, negative = active; actives 0.2% (n = 390,000); note: potency is the fitted concentration of half-maximal effect; % of control where 0% means no effect; nearly all actives have a fitted effect of over 65% in size
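HeLa cells stably expressing Vif plus C-terminally eYFP-tagged A3F were seeded, incubated overnight at 37 deg C, dosed with compound, incubated overnight again at 37 deg C. Yellow fluorescence (Ex 488/Em 500-530) reported blocked Vif-mediated A3F-eYFP degradation.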
* marks the source's active call; other numbers are inactive results; ? = inconclusive; nt = no result given; & = joins results of further samples; [ ] = remark or other dose. Unless noted, calls come from the whole dose curve; as a rule, active = well fitted curve in the direction sought with a large enough effect; inconclusive = small, poorly fitted or top-dose-only effect, or another doubt; inactive = no such curve, though single readings can be large; an effect the other way counts as inactive or inconclusive. Some of the compounds tested. The share of hits here may be higher or lower than overall.

SMILES	GRP78 ERSR act	RXFP1 agonist	TrxR1 substrate	PI4K2A block	mIDH1 inhibitor	USP1-UAF1 inh	Vif-APOBEC3G blk	LDHA inh	Vif-A3F inh
CCOc1ccccc1/C=C(\C#N)C1=CCCC1	-4%	0.6%	10%	1	4%	-19%	3%	-16	6%
COc1ccc(CCN(C)Cc2cccc3ccccc23)cc1OC	-3%	0.7%	3%	-3	-2%	-21%	-4%	1	1%
Cc1ccccc1S(=O)(=O)N1[C@@H](c2ccc(Cl)cc2)C(C(=O)O)=CC[C@H]1c1ccc(Cl)cc1	8%	nt	-8%	0	-13%	-22%	-9%	-10	-9%
O=C(N/N=C/C=C/c1ccccc1[N+](=O)[O-])c1cc(-c2cccnc2)nc2ccccc12	-1%	-0.8%	-3%	1	-13%	-15%	-20%	-4	-7%
CNC(=O)C12CCC(C)(c3nc4cc(C)c(C)cc4nc31)C2(C)C (configuration not stated)	6%	6.0%	3%[57.1 µM]	-4	3%	-13%	0%	-4	-5%
Cc1ccc(S(=O)(=O)c2cc3ccccc3oc2=Nc2ccc3c(c2)OCO3)cc1	-4%	4.7%	12%[57.1 µM]	-8	2%	-1%	-18%	-1	22µM*
COCCNC(=O)c1onc(CCl)c1C(=O)OC	-3%	1.6%	-1%	1	-23%	-14%	-11%	-9	3%
CCOC(=O)Nc1ccc(S(=O)(=O)N2CCOCC2)cc1	-3%	-1.9%	6%	0	2%	-16%	-3%	-3	-7%
OC1CCCCC1	3%	-1.4%	8%	0	8%	-10%	1%	-4	-1%
CC(=O)Nc1ccc(/C(C)=N/Nc2nc(Nc3cccc4ccccc34)nc(N3CCOCC3)n2)cc1	-4%	-4.8%	-9%	3	0%	-18%	-23%	6	0%
CCOc1ccccc1NC(=O)N1CCCC(c2nc(-c3ccc(C)o3)no2)C1 (configuration not stated)	3%	-1.0%	5%	-2	1%	-17%	4%	-1	8%
NS(=O)(=O)c1ccc(Nc2nc(-c3ccc(O)cc3O)cs2)cc1	0%	-1.2%	-8%	1	14%	-21%	-1%	16	0%
Cc1ccccc1SCC(=O)OCC(=O)Nc1ccc(N(C)C)cc1	-3%	-3.9%	-3%	4	-4%	-25%	1%	1	1%
Cn1cccc1CC(=O)N/N=C/C(Cl)=C/c1ccccc1	4%	2.9%	-11%	4	0%	-8%	-10%	1	-19%
COc1ccc(N(C)S(=O)(=O)c2cccc(C(=O)OCC(=O)Nc3cc(C)ccc3OC)c2)cc1	-4%	nt	nt	1	0%	-21%	-7%	-4	-6%
COc1ccc2c(c1)N(C(=O)CN1C(=O)C3CCCCC3C1=O)C(C)(C)C=C2C (configuration not stated)	-5%	-0.1%	-1%	-4	3%	-20%	-1%	-1	nt
COC(=O)Cc1nnc(Nc2cccc(C)c2)c2ccccc12	-2%	2.2%	-6%	3	7%	-8%	-2%	-6	2%
CCc1cccc(NC(=O)c2ccc(Br)o2)c1	6%	-0.3%	-3%	-6	7%	-10%	0%	-2	0%
CCOc1cc(C(F)(F)F)cnc1/C(N)=N/O	-4%	-0.3%	-4%	3	2%	-3%	2%	-5	2%
O=C(C1CC(=O)N(c2ccc(Cl)cc2)C1)N1CCN(Cc2ccc3c(c2)OCO3)CC1 (configuration not stated)	-1%	1.9%	3%[57.1 µM]	1	-7%	-11%	1%	-8	1%
CN1CCN(S(=O)(=O)c2ccc(NC(=S)NC(=O)C3CCC3)cc2)CC1	-3%	-0.7%	-7%	7	3%	-6%	2%	0	-1%
Cc1ccc(C2c3[nH]c4ccccc4c3CCN2C(=O)CCC2CCCC2)cc1 (configuration not stated)	-5%	4.7%	2%[57.1 µM]	-1	-8%	-26%	-9%	0	-1%
COc1ccc(-c2nn(C)c(=O)c3ccccc23)cc1NC(=O)Cn1nc(C)c2ccccc2c1=O	?	1.6%	6%	-6	-3%	-13%	?	2	-4%
Cc1ccc(C2C(C(=O)c3sc(C)nc3C)=C(O)C(=O)N2CCN(C)C)o1 (configuration not stated)	-5%	-0.7%	1%[57.1 µM]	-4	-2%	-5%	2%	7	-4%
CCc1nnc(NC(=O)CSc2nnc(CSc3nc(C)cc(C)n3)n2C)s1	-3%	2.7%	1%	0	-1%	-18%	0%	-3	-6%
COc1ccccc1NC(=O)COc1ccc(C(=O)OCC(=O)N(C(C)C)C(C)C)cc1OC	-7%	-0.4%	11%	3	3%	-35%	1%	-7	-11%
C/C(=N\NC(=O)c1nnn(-c2nonc2N)c1CSc1ccc(Cl)cc1)c1cccnc1	-2%	-0.2%	-2%	5	-4%	-14%	0%	-7	3%
CCOc1ccc(S(=O)(=O)NCc2cccnc2)c2ccccc12	-5%	-0.7%	4%	-2	-1%	?	1%	-7	-6%
O=C(OC(c1ccccc1)c1nccc2ccccc12)c1cccc([N+](=O)[O-])c1 (configuration not stated)	2%	0.6%	0%	2	1%	-26%	4%	-2	0%
Cc1ccc(S(=O)(=O)NCC(=O)N(CC(=O)NCC2CCCO2)c2cccc(F)c2)cc1 (configuration not stated)	-2%	2.2%	-3%	-2	2%	-8%	1%	-6	1%
O=C(Cc1c[nH]c2ccccc12)NCc1cccs1	1%	-1.2%	-9%	-6	3%	-17%	-4%	5&-2	-3%
O=C1c2ccccc2C(=O)N1CCSc1n[nH]c(=S)s1	-4%	5.7%	0%	-2	4%	-21%	0%	-1	4%
CN(C)c1ncnc(N(C)C)c1[N+](=O)[O-]	1%	5.9%	2%[57.1 µM]	6	-1%	7%	-6%	-4	-31%
CCOC(=O)c1ccc(Nc2ncccc2[N+](=O)[O-])cc1	-1%	0.8%	7%[57.1 µM]	-4	7%	-1%	-10%	-6	-15%
CC(NC(=O)CCCCCN1C(=O)c2ccccc2C1=O)c1ccc2c(c1)CCCC2 (configuration not stated)	-2%	0.7%	8%	-4	1%	-16%	2%	-1	-8%
Cc1ccc(C)c(CSc2ccc3nnc(CCNS(=O)(=O)c4ccccc4)n3n2)c1	-3%	?	-1%	-7	1%	-17%	-3%	-1	5%
O=C(OCc1c(-c2ccccc2)ncc2ccccc12)c1ccccc1C(F)(F)F	0%	nt	-8%	-5	1%[38.3 µM]	?	-15%	2	-3%
COCCCNC(=O)C[C@H]1C[C@H](C(=O)N2CCOCC2)[C@@]2(C)c3[nH]c4ccc(Cl)cc4c3CCN2C1=O	-1%	nt	2%	-1	2%	?	0%	2	6%
Cc1cccc(-c2ccc3[nH]c4c(c3c2)CCN2C[C@@H]([C@H](C)OC(=O)Nc3ccccc3C)[C@@H](N(C)C(=O)Nc3ccccc3C)C[C@@H]42)c1	-8%	nt	nt	1	-8%	-17%	0%	0	-11%
Cc1sc2nc(SCC(=O)Nc3cccc(C(=O)O)c3)[nH]c(=O)c2c1C	-3%	-1.7%	-3%	-14	19%	-12%	-1%	-5	-20%

Ordered by number of heavy atoms (descending): 3 of the compounds above.
SMILES	GRP78 ERSR act	RXFP1 agonist	TrxR1 substrate	PI4K2A block	mIDH1 inhibitor	USP1-UAF1 inh	Vif-APOBEC3G blk	LDHA inh	Vif-A3F inh
COCCCNC(=O)C[C@H]1C[C@H](C(=O)N2CCOCC2)[C@@]2(C)c3[nH]c4ccc(Cl)cc4c3CCN2C1=O	-1%	nt	2%	-1	2%	?	0%	2	6%
Cc1sc2nc(SCC(=O)Nc3cccc(C(=O)O)c3)[nH]c(=O)c2c1C	-3%	-1.7%	-3%	-14	19%	-12%	-1%	-5	-20%
O=C1c2ccccc2C(=O)N1CCSc1n[nH]c(=S)s1	-4%	5.7%	0%	-2	4%	-21%	0%	-1	4%

Remaining list, next part
SMILES	GRP78 ERSR act	RXFP1 agonist	TrxR1 substrate	PI4K2A block	mIDH1 inhibitor	USP1-UAF1 inh	Vif-APOBEC3G blk	LDHA inh	Vif-A3F inh
CCOC(=O)Cc1csc(NC(=O)COc2cccc(C)c2)n1	0%	0.2%	1%	-4	5%	-24%	-2%	-2	1%
Cc1ccc(CNC(=O)Cn2c(=O)n(-c3ccc(C)c(F)c3)c(=O)c3sc4ccccc4c32)cc1	-3%	14%	2%	3	1%	-3%	1%	-2	-9%
O=C(NCc1cccs1)c1nn(-c2ccccc2)nc1CO	-3%	1.1%	0%	-18	-3%	-21%	5%	-7	2%
O=C(C[C@@H]1C/C=C\CC[C@@H](Cc2ccc(F)cc2)C(=O)OC[C@@H](Cc2ccccc2)NC1=O)NCCO	3%	nt	4%	0	-4%	-9%	0%	-2	7%
CC(=O)Nc1cccc(NC(=O)CSc2nc3c(=O)n(C)c(=O)n(C)c3n2C)c1	-4%	3.5%	-5%	0	8%	-3%	0%	-2	-32%
O=C(c1cccc(S(=O)(=O)N2CCCCC2)c1)N1CCN(S(=O)(=O)c2ccc(F)cc2)CC1	0%	1.8%	-4%	2	6%	-12%	1%	4	-12%
Cc1cccc(Nc2nnc(SCC(=O)Nc3ccccc3[N+](=O)[O-])s2)c1	0%	3.0%	-16%	5	5%	-10%	-7%	-4	-13%
O=C(Nc1cc(Cl)ccc1N1CCOCC1)c1cc2ccccc2o1	1%	3.8%	6%[57.1 µM]	1	8%	-9%	-1%	-1	5%
Cc1nnc(NC(=O)CSc2nnc(NC(=O)C(C)(C)C)s2)s1	0%	-0.5%	-3%	-3	11%	-21%	-4%	-9	0%

Source: PubChem BioAssay
